Screening data from PubChem.
KCNQ1 inh: inhibitors of human KCNQ1 potassium channel. P51787. CHO-K1 KCNQ1, FluxOR thallium flux fluorescence; active compounds read high. B-score at 10 µM. 310,000 tested, 1.3% active. AID 2642;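 active = compounds whose thallium flux B-score, printed positive for inhibition, exceeds three library SD while starting fluorescence stays within three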;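 note: channel opened by potassium depolarization with thallium stimulus after 20 min compound exposure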
Target sequence (P51787 whole entry, looked up): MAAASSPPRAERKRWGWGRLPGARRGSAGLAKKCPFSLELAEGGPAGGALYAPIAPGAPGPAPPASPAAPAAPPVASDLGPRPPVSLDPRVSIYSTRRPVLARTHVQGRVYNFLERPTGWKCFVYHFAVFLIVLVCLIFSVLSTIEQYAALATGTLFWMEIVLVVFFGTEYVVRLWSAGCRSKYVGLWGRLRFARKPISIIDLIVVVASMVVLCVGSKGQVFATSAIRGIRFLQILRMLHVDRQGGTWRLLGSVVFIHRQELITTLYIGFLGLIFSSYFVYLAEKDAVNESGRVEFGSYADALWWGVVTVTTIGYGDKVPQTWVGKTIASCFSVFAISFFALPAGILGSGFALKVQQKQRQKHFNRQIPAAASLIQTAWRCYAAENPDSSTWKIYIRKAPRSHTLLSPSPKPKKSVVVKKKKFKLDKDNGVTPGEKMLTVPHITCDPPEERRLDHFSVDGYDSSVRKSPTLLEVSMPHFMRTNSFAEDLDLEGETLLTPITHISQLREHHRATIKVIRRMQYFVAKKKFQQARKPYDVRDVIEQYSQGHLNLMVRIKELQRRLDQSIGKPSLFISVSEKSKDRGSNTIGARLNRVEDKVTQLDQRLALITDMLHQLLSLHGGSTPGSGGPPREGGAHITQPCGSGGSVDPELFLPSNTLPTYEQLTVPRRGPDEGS
hERG rescue: hERG (human) protection from proarrhythmic block. Q12809. CHO-hERG, FluxOR thallium flux, dofetilide IC70 present. activation (rescue from dofetilide block), less the hit threshold, % at 10 µM. 310,000 tested, 0.51% active. AID 1511;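 active = activation above the mean of controls blocked by dofetilide plus 5 SD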;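 note: thallium influx through hERG after potassium depolarization seen as dye fluorescence rise; in these data hits start at about 4.7%; inactives centre near -7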
KCNQ1 pot: human KCNQ1 channel potentiation or activation | P51787 | CHO-K1 KCNQ1, thallium flux FluxOR fluorescence; active compounds read high | B-score at 10 µM | 310,000 tested, 0.35% active | AID 2648;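 active = fluorescence ratio B-score, a plate-corrected score, at least three library SD, with initial intensity B-score within 5 SD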
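assay system = CHO-K1 cells stably expressing KCNQ1 | medium = assay buffer, equal DMSO in all wells | timing = 37 °C overnight plating, 90-min dark dye load, 20-min compound pretreatment | measured by = kinetic FluxOR thallium fluorescence, 10-s 1-Hz baseline, 110-s post-stimulus read | measure = fluorescence change relative to baseline, converted to B score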
TRPC4 agonist: opens the mouse TRPC4 cation channel; HEK293 TRPC4beta/mu-opioid, Fluo4 calcium fluorescence; active compounds read high; Q9QUQ5; B-score at 10 µM; 310,000 tested, 0.49% active;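 active = B-score above 5 SD of library B-scores, and initial fluorescence ratio not above library mean plus 5 SD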;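 note: positive B-score marks a calcium rise read as TRPC4 activation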
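Assay system: HEK293 stable line with TRPC4beta plus mu-opioid receptor; schedule: 45 min room-temperature Fluo4 loading, 110 s read; technique: kinetic Fluo4 calcium fluorescence; evaluation: integrated baseline-normalised fluorescence ratio, converted to per-well B score; controls: buffer (low) and maximal DAMGO (high)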
HDAC3 inh: inhibitors of human histone deacetylase 3; 320,000 tested, 0.15% active; O15379; recombinant HDAC3, fluorogenic peptide/trypsin coupled, fluorescence; AID 2718; inhibition, % at 8.3 µM; in the data active = inhibition above about 26%, passing the limit was not always enough; inconclusive = no clear call, values can overlap the other calls
TRPC4 PAM: allosterically enhances the mouse TRPC4 cation channel | HEK293 TRPC4beta/mu-opioid, DAMGO EC20, Fluo-4 Ca2+ flux; active compounds read high | B-score at 10 µM | 310,000 tested, 0.42% active;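 active = B-score of calcium response area above 5 SD of library B-scores, with initial fluorescence ratio within 5 SD of library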;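 note: B-score of integrated fluorescence ratio over time as area under calcium response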
TMEM16A inh: inhibitors of mouse TMEM16A calcium-activated chloride channel. HEK293 TMEM16A/YFP iodide influx fluorescence, ionomycin. Q8BHY3. normalized B-score (activity score, 25-100; higher = stronger inhibition) at 10 µM. 310,000 tested, 1.2% active. AID 588511;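 active = ratio plate-corrected score three or more library SD toward inhibition, starting fluorescence score within five deviations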;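 note: score derived from kinetic fluorescence span divided by baseline fluorescence per well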
KCNK9 block: inhibitors of human KCNK9 two-pore domain potassium channel | Q9NPC2 | HEK293 KCNK9, FluxOR thallium flux fluorescence; active compounds read low | B-score at 10 µM | 310,000 tested, 1.2% active;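 active = ratio B-score over 3 SD below the library mean, with starting fluorescence within 5 SD of its mean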;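 note: negative B-score means less thallium flux so channel inhibition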
Target sequence (Q9NPC2 whole entry, looked up, the tested form may be a part): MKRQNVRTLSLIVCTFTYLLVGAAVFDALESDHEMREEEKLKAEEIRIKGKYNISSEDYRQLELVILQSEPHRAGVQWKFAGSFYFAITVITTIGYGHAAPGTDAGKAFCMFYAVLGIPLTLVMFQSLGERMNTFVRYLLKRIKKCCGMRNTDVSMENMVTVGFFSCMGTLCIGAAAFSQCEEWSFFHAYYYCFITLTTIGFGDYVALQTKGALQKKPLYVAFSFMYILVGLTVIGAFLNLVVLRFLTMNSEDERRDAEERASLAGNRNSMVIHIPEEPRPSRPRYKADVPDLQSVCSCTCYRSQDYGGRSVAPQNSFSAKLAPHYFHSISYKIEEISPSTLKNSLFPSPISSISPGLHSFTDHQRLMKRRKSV
Dyrk1A ADPGlo: inhibitors of rat Dyrk1A kinase; Q63470; ADP-Glo luminescence, NFATc1 peptide; inhibition, % at 12.5 µM; 310,000 tested, 0.43% active; AID 504441; in the data active = inhibition above about 50%;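 note: plate controls were vehicle with enzyme for no effect and no enzyme for full effect; many of its hits are not listed in these tables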
KCNK3 block: human KCNK3 channel inhibition, primary screen; O14649; AID 602410; B-score at 10 µM; CHO-KCNK3 thallium flux, FluxOR fluorescence; active compounds read low; 340,000 tested, 0.84% active;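 active = B-score under library mean minus 4 SD, starting fluorescence ratio at most library mean plus 5 SD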;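 note: more negative B-score means stronger inhibition of thallium flux through KCNK3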
TMEM16A act: activates or potentiates the mouse TMEM16A chloride channel; 340,000 tested, 0.3% active; AID 623877; B-score at 10 µM; HEK293 TMEM16A/YFP-H148Q/I152L, iodide quench fluorescence; active compounds read low; Q8BHY3;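 active = fluorescence-ratio B-score plate-corrected deviation score at least 3 library SD below zero, with starting fluorescence score within 5 deviations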;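 note: channel opened by trigger with iodide after compound preincubation; score built on the fluorescence ratio of max minus min over baseline; more negative score means more quench and so TMEM16A activation or potentiation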
Starred values were filed as active, the others as inactive; i = inactive; ? = inconclusive; . = no result given.

molecule	KCNK9 block	TRPC4 PAM	Dyrk1A ADPGlo	TMEM16A inh	KCNQ1 pot	hERG rescue	KCNK3 block	HDAC3 inh	TRPC4 agonist	TMEM16A act	KCNQ1 inh
CCOC(=O)CSc1nc2ccccc2c(=O)n1CC1CCCO1 (stereo not drawn)	i	i	-4.5	i	i	-22.1	i	-2.9	i	i	i
Cc1ccc(C(C(=O)NCC2CCCO2)N(C(=O)c2snc(C(N)=O)c2N)c2ccccc2F)o1 (stereo not drawn)	i	i	-3.9	i	i	-8.5	i	-4.5	i	i	i
CCOC(=O)C1CCN(Cc2ccc(O)c(OC)c2)CC1	i	i	-7.8	i	i	-7.8	i	0.3	i	i	i
Cc1ccc(CSCC(=O)N(CCC(C)C)c2c(N)n(Cc3ccccc3)c(=O)[nH]c2=O)cc1	i	i	3.4	i	i	-8.8	i	-0.1	i	i	i
c1ccc2oc(-c3ccc(Nc4nc(N5CCCC5)nc(N5CCOCC5)n4)cc3)nc2c1	i	i	.	i	i	-6.9	.	-6.4	i	.	i
O=C(c1cc2ccc([N+](=O)[O-])cc2oc1=O)N1CCOCC1	i	i	-3.6	i	i	-12.6	i	0.6	i	i	i
Cc1cc(=O)oc2cc(OCC(=O)OCC(=O)Nc3ccc(C(C)C)cc3)ccc12	i	i	-1.5	i	i	-8.2	i	-20.4	i	i	i
CCOC(=O)C1CCN(C(=O)CN2C(=O)c3ccccc3S2(=O)=O)CC1	i	i	-9.0	i	i	-6.4	i	.	i	i	i
O=C(NC(=S)Nc1ccc(F)cc1)C1CCCCC1	i	i	-3.8	i	i	-1.7	i	3.7	i	i	i
O=C(c1cc(COc2cccc(C(F)(F)F)c2)on1)N1C[C@@H]2CCC[C@H]1C2	i	i	0.2	i	i	-8.6	i	-3.7	i	i	i
CN1C(=O)C2(C(C#N)=C(N)N(c3cc(Cl)cc(Cl)c3)C3=C2C(=O)CC(C)(C)C3)c2ccccc21 (stereo not drawn)	i	i	4.3	i	i	-4.1	i	-3.9	i	i	i
CCS(=O)(=O)NCCc1csc(-c2cccnc2)n1	i	i	-6.9	i	i	-3.2	i	.	i	i	i
O=C(CN1C(=O)c2ccccc2C1=O)N1CCN=C1c1ccccc1	i	i	5.9	i	i	-8.0	i	1.2	i	i	i
COC(=O)c1sccc1NC(=O)C1CCCCC1C(=O)O (stereo not drawn)	i	i	0.9	i	i	-18.9	i	0.1	i	i	i
CNC(=O)c1sc(-c2ccccc2)nc1C	i	i	7.0	i	i	-6.6	i	-14.1	i	i	i
COC(=O)CNC(=O)C12CC3CC(C1)CC(c1ccc(C)cc1)(C3)C2	i	i	0.9	i	i	-16.9	i	-6.8	i	i	i
CCC(C)[C@H](NC(=O)NCCC1=CCCCC1)C(=O)OC (stereo partly drawn)	i	i	-2.2	i	i	-6.3	i	0.1	i	i	i
COc1ccc(N2C(=O)NC(NC(=O)C(C)(C)C)(C(F)(F)F)C2=O)cc1 (stereo not drawn)	i	i	-2.4	i	i	-0.7	i	-5.1	i	i	i
O=[N+]([O-])c1ncccc1Oc1nc(-c2cccnc2)nc2ccccc12	i	i	1.8	i	i	-12.7	i	0.2	i	i	i
CCOC(=O)C1=C(CN2CCN(C(=O)c3ccco3)CC2)NC(=O)NC1c1ccc(OC(C)C)cc1 (stereo not drawn)	i	i	-5.3	i	i	-7.9	i	4.4	i	i	i
NS(=O)(=O)c1ccc(NC(=O)c2ccc(S(=O)(=O)N3CCOCC3)o2)cc1	i	i	.	i	i	-1.3	i	0.6	i	i	i
CCC(=O)c1ccc(OCC(=O)O)c(OC)c1	i	i	12.8	i	i	-10.4	i	0.3	i	i	i
CCCCOc1c(Br)cc(/C=N/O)cc1OCC	i	i	13.0	i	i	-3.2	i	10.1	i	i	i
CSc1ccccc1C(=O)Nc1nc2ccccc2[nH]1	i	i	.	i	i	-18.1	i	-5.7	i	i	i
CC(Oc1ccc(Cl)cc1)c1ccnn1S(=O)(=O)c1ccccc1 (stereo not drawn)	-10.8*	i	-2.8	100*	i	-8.2	-9.86*	-2.8	i	i	i
OCCN(Cc1ccccc1)Cc1ccc(Cl)cc1Cl	i	i	-0.4	i	i	-7.8	i	?	i	i	i
O=C(NNC(=O)c1cc(-c2cccnc2)nc2ccccc12)Nc1ccc(Cl)cc1	i	i	2.0	i	i	-39.9	i	-1.5	i	i	12*
CCN(CC)S(=O)(=O)c1ccc(F)cc1	i	i	20.2	i	i	-10.6	i	-0.3	i	i	i
CCCOc1ccc(C(=O)NNC(=O)CCNC(=O)c2ccccc2Cl)cc1OC	i	i	-5.2	i	i	-7.3	i	5.2	i	i	i
Cc1c(/C=N/NC(=O)c2sc3ccccc3c2Cl)cnn1C	i	i	38.8	i	i	-2.1	i	6.1	i	i	i
COc1cc(NC(=O)CN2CCN(c3ccccc3O)CC2)c(C)cc1[N+](=O)[O-]	i	i	-4.8	i	i	-8.6	i	-2.4	i	i	i
O=C(Nc1ccc(S(=O)(=O)N2CCCC2)cc1)C1CC(=O)N(c2ccccc2)C1 (stereo not drawn)	i	i	-1.9	i	i	-3.8	i	2.7	i	i	i
Cc1nn(C)c(C(=O)Sc2ccccc2)c1[N+](=O)[O-]	i	i	5.9	i	i	-13.2	i	-2.4	i	i	i
COc1ccc2[nH]c(=O)c(-c3nnn(-c4ccccc4)n3)cc2c1	i	i	5.5	i	i	-4.5	i	-7.1	i	i	i
CCOC(=O)c1[nH]nc(-c2cc(CC)c(O)cc2O)c1-c1cscn1	i	i	7.5	i	i	-18.6	i	2.9	i	i	i
Fc1ccc(NC(=S)NCc2cccs2)cc1	i	i	23.4	i	i	-7.3	i	.	i	i	6*
COc1ccc(OCCNC(=O)Nc2cc(F)c(F)cc2Cl)cc1	i	i	-9.1	i	i	1.3	i	1.1	i	i	i
COC(=O)C(C)(N)Cc1ccc(O)cc1 (stereo not drawn)	.	.	2.5	i	.	.	i	2.3	.	i	.
COC(=O)CC(NC(=O)c1ccc(C)cc1)c1ccc2c(c1)OCO2 (stereo not drawn)	i	i	-26.1	i	i	-0.3	i	2.9	i	i	i
CCOC(=O)C(Cc1c[nH]c2ccccc12)NC(=O)CNC(C)=O (stereo not drawn)	i	i	-4.5	i	i	-7.4	i	-5.3	i	i	i
CC(C)CC(=O)Nc1ccc(Cc2ccncc2)cc1	i	i	-5.5	i	i	-3.5	i	4.2	i	i	i
O=C(c1ccc(Br)cc1)N1CCCC1	i	i	2.3	i	i	-4.1	i	0.8	i	i	i
CCCCCC(=O)Nc1cc(S(=O)(=O)N2CCOCC2)ccc1N1CCCC1	i	i	-4.9	i	i	-12.6	i	6.7	i	i	i
CCOC(=O)CC1C(C(=O)OCC)ON2OC(C(=O)OC)C(C(=O)OCC)C12 (stereo not drawn)	i	i	-2.7	i	i	0.1	i	3.3	i	i	i
COC(=O)[C@H](Cc1ccccc1)NC(=O)N(C)Cc1ccccc1	i	i	1.5	i	i	-14.8	i	-1.4	i	i	i
COc1ccc[nH]c1=O	i	i	-2.9	i	i	-4.2	i	3.3	i	i	i
CC[C@@H](C)[C@H](NC(=O)OC(C)(C)C)c1nnc(S(=O)(=O)Cc2cc(C)ccc2C)o1	i	i	2.9	i	i	-14.6	i	17.0	i	i	i
CCCNC(=O)c1ccc(SC)cc1OC	i	i	3.3	i	i	-9.1	i	-1.8	i	i	i
CCCC(=O)N(CCN1CCOCC1)c1nc2c(OC)ccc(OC)c2s1	i	i	-2.9	i	i	-13.6	i	8.1	i	i	i
CCOc1cc(C2C(C#N)=C(N)Oc3n[nH]c(-c4ccncc4)c32)cc([N+](=O)[O-])c1O (stereo not drawn)	i	i	8.3	i	i	-7.2	i	-4.0	i	i	i
CN(C)CCN1C(=O)C(O)=C(C(=O)c2cc3ccccc3o2)C1c1cccc(Br)c1 (stereo not drawn)	i	i	1.2	i	i	-6.5	i	0.4	i	i	i
CCc1ccc(NC(=O)CNCc2ccc(OC)c(OC)c2)cc1	i	i	3.9	i	i	-5.1	i	4.5	i	i	i
CC(C)c1ccc(S(=O)(=O)N2CCN(CCC(=O)Nc3ccc(N(C)C)cc3)CC2)cc1	i	i	-0.2	.	i	-3.4	i	.	i	i	i
Cc1cccc(-n2ccnc2SCC(=O)O)c1C	i	i	-0.3	i	i	-9.9	i	6.9	i	i	i
Cc1ccc(-c2noc(C3CCCN(C(=O)c4cccc(Cl)c4)C3)n2)o1 (stereo not drawn)	i	i	-4.2	i	i	-11.8	i	1.4	i	i	i
Cc1ccc(NCc2nnc(SCC(=O)c3ccc4c(c3)OCCO4)o2)c(C)c1	i	i	0.0	i	i	-7.7	i	84.9*	i	i	i

Next section:
molecule	KCNK9 block	TRPC4 PAM	Dyrk1A ADPGlo	TMEM16A inh	KCNQ1 pot	hERG rescue	KCNK3 block	HDAC3 inh	TRPC4 agonist	TMEM16A act	KCNQ1 inh
O=C(O)CCCCn1c(SCc2ccccc2Cl)nc2ccsc2c1=O	i	i	2.3	.	i	2.7	i	.	i	i	i
C=CCN(c1ccccc1OC)S(=O)(=O)c1cccc(C(=O)OCC(=O)c2c[nH]c3ccccc23)c1	i	i	0.4	i	i	-2.9	i	15.6	i	i	i
O=C(CCS(=O)(=O)c1ccccc1)Nc1nc2cc3c(cc2s1)OCO3	i	i	5.2	i	i	-6.6	i	0.3	i	i	i
COc1cc2c(cc1OC)CN(C(=O)C(C)(C)C)CC2	i	i	-8.5	i	i	-10.4	i	-3.1	i	i	i
COc1cc(/C=N/N2CCN(c3ccccc3OC)CC2)ccc1OC(C)=O	i	i	-5.8	i	i	-4.6	i	7.1	i	i	i
CNC(=O)c1[nH]nc2c1CCc1ccccc1-2	i	i	28.5	i	i	-3.5	i	-0.3	i	i	i

These rows are one share of the data (hit frequency here may not be typical).
